SARS 3CLpro inh = SARS-CoV 3CLpro protease inhibition | 290,000 tested, 0.14% active | P0C6X7 | inhibition, % at 6 µM | recombinant SARS-CoV 3CLpro, quenched FRET peptide cleavage | AID 1706; in the data active = inhibition above about 12%
PfHsp40 rescue = restores yeast growth despite PfHsp40 toxicity; S. cerevisiae expressing PfHsp40, growth rescue, ATP luminescence; growth rescue, % at 12.5 µM; 340,000 tested, 0.68% active; in the data active = growth rescue above about 28%, passing the limit was not always enough;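 note: yeast W303a lacking pdr1 and pdr3 grown in galactose medium; growth measured after three days at 30 °C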
BoNT A protease = inhibitors of Botulinum neurotoxin A light chain protease | inhibition, % at 10 µM | multiplex microsphere protease substrate cleavage, flow cytometry | 360,000 tested, 0.17% active; note: plate controls were buffer without enzyme for full effect and enzyme alone for no effect
Yp Topo-I inh = blocks Yersinia pestis topoisomerase I activity; 360,000 tested, 0.064% active; Y. pestis Topo-I cleavage product accumulation, plate reader; activity, % at 10 µM; AID 504884; in the data active = activity above about 50%, passing the limit was not always enough; note: inactives centre near 2
PrPC TRFRET = cell surface PrPC inhibition, primary TR-FRET screen; TR-FRET read-out; inhibition, % at 13.8 µM; AID 720596; P04156; 370,000 tested, 0.43% active; in the data active = inhibition above about 24%; note: 0% = median of the test wells and 100% = reference compound wells
BH1578 lux ind = induces V. cholerae light production without autoinducers; 350,000 tested, 0.16% active; activation, % at 18.7 µM; V. cholerae BH1578 lux reporter, luminescence, 6 h; in the data active = activation mostly above about 9.7%, no sharp cut-off; note: not every result past the cut was called active; inactives centre near 0; reference of the scale not given here
TcdB inh = TcdB glycohydrolase inhibition; P18177; TcdB glycohydrolase enzymatic assay, plate reader; inhibition, % at 9.99 µM; 350,000 tested, 0.24% active; AID 652162; in the data active = inhibition above about 10%
Anthrax LF prot = inhibitors of Bacillus anthracis lethal factor protease. inhibition, % at 10 µM. AID 588501. 360,000 tested, 0.12% active. multiplex microsphere protease cleavage assay, LF; note: plate controls were buffer without enzyme for full effect and enzyme alone for no effect
Target sequence (P15917 whole entry, looked up): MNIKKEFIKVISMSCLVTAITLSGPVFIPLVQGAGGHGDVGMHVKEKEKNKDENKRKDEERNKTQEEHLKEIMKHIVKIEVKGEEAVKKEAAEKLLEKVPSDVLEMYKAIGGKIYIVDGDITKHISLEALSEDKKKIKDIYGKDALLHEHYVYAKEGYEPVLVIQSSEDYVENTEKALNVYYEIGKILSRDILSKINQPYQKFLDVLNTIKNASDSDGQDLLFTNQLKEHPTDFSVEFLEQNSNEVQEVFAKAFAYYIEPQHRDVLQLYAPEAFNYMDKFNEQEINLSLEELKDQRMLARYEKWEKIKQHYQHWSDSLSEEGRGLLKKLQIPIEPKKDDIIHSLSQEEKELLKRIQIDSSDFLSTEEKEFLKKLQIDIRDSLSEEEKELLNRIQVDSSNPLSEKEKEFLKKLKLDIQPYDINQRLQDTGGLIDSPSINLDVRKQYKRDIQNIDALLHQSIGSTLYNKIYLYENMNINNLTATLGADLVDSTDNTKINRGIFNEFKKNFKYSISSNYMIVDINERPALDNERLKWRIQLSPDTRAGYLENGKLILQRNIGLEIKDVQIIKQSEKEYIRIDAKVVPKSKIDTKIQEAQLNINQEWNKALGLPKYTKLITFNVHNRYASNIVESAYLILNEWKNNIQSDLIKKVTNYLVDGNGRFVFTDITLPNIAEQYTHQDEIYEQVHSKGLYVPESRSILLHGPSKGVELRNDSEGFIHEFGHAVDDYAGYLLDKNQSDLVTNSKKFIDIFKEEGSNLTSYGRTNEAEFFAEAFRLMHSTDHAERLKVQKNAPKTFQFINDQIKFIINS
PriA SSB inh = blocks PriA binding to SSB C-terminal tail; AlphaScreen SSBct-PriA binding, biotinylated peptide; inhibition, % at 33 µM; 430,000 tested, 0.6% active; AID 1272365; in the data active = inhibition mostly above about 37%, no sharp cut-off; inactive = mostly below about 20%;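 note: plate controls were negative control peptide for no effect and reference peptide for full effect; strong numbers were not always called active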
* = called active by the depositor; i = inactive; / = not tested or not shown; & = joins results of further samples. Cut-off read from the data, not from the text of the source, unless noted: active = inhibition above about 30%; inconclusive = no clear call, values can overlap the other calls; inactive = below that. Some of the compounds tested; rates above refer to the full screens.

#	Structure	SARS 3CLpro inh	PfHsp40 rescue	BoNT A protease	Yp Topo-I inh	PrPC TRFRET	BH1578 lux ind	TcdB inh	Anthrax LF prot	PriA SSB inh
1	Clc1ccc(-c2nnc(CSc3nnc(-c4cccs4)o3)o2)cc1	-2	-0.6	-0.5	24	4	2.2	/	-3	-8
2	CCN1CCN(C(=S)Nc2cc(C(=O)OC)ccc2C(=O)OC)CC1	3	-0.7	-0.9	-4	5	0.2	2.3	4	1
3	CCOc1ccc(S(=O)(=O)NCc2ccc(Cl)cc2)c2cccnc12	-5	-0.3	-0.1	7	-1	i	0.6	0	7
4	Cn1cc(CN2CCC(C(=O)NC(c3ccc(F)cc3)c3ccc4ccccc4n3)CC2)c2ccccc21 (stereo unspecified)	/	/	-0.3	5	-28	-0.6	1.3	-1	/
5	Cc1cccc(Cl)c1NC(=O)N1CCCN(c2nc3ccc(Cl)cc3s2)CC1	-1	-0.2	-2.1	12	5	3.6	0.3	7	-5
6	CC1(C)CC(=O)C(C=Nc2ccccc2Sc2ccccc2)=C(O)C1	4	0.1	-0.4	40	/	0.9	/	-1	-24
7	CCN(CC)C(=O)Cn1cc(S(=O)(=O)Cc2cccc([N+](=O)[O-])c2)c2ccccc21	0	-0.5	0.2	7	-15	-0.2	-0.3	1	-5
8	COC(=O)c1ccc(C(=O)OC)c(NC(=O)C2CCCO2)c1 (stereo unspecified)	2	-0.7	0.6	-4	-1	i	1.2	-8	-8
9	Cc1c(C)c2c(OCC(=O)N[C@@H](CC(C)C)C(=O)O)cc3c(c2oc1=O)CCC(C)(C)O3	5	-0.3	0.9	-5	6	1.5	-0.8	-9	-3
10	CC1CC(C)CN(CCCNC(=O)c2ccc(N3CCCC3=O)cc2)C1 (stereo unspecified)	5	3.2	-0.1	6	1	4.2	-0.8	-3	-6
11	CC(=O)Nc1sc(NC(=O)c2ccc([N+](=O)[O-])cc2)nc1-c1cccs1	0	-0.2	-2.1	-9	-8	-0.7	-0.2	-6	1
12	CCCCC(=O)N/N=C(C)/C=C/c1ccccc1F	-2	-1.2	-1.0	0	2	-0.3	1.1	0	/

Next section.
#	Structure	SARS 3CLpro inh	PfHsp40 rescue	BoNT A protease	Yp Topo-I inh	PrPC TRFRET	BH1578 lux ind	TcdB inh	Anthrax LF prot	PriA SSB inh
13	CCN(CC)c1ccc(CN(C(=O)c2cc(OC)c(OC)c(OC)c2)C2CCS(=O)(=O)C2)cc1 (stereo unspecified)	-2	0.4	-0.3	15	4	/	0.5	0	-4
14	C[C@@H]1CN([C@@H](C)CO)C(=O)CCCn2nncc2CO[C@H]1CN(C)Cc1cccnc1	/	/	-0.5	3	-4	-0.4	0.8&0.2&-0.4	0	/
15	CC1CCCC(C)N1C(=O)COC(=O)C(Cc1ccccc1)NC(=O)c1cccs1 (stereo unspecified)	8	0.3	0.2	5	5	-0.4	1.1	-1	-10
16	CC(C)Oc1ccc(CNCCC2(C(C)C)CCOC(C)(C)C2)cc1 (stereo unspecified)	-1	-0.7	-0.7	3	-1	-0.3	/	-7	0
17	COc1cccc(/C=N/NC(=O)CCc2n[nH]c(=O)[nH]c2=O)c1O	-2	-0.7	-2.7	-1	3	-0.3	/	0	/
18	COc1ccccc1CC(=O)N1CCCC(CCC(=O)NCc2ccccc2F)C1 (stereo unspecified)	0	-1.1	-0.4	12	12	i	0.3	6	-5
19	CC1(C)Cc2nc3nc(SCC(=O)Nc4ccccc4)nc(N)c3cc2CO1	-4	-0.6	0.8	7	8	-1.4	2.1	2	6
20	NC(c1ccncc1)c1ccc(Cl)cc1 (stereo unspecified)	/	/	0.0	-4	-8	0.0	1.2	-2	/
21	O=C1NC(=O)N(Cc2ccco2)C(=O)/C1=C\c1cccn1CCOc1ccc(Cl)cc1	0	1.4	-0.3	-4	4	-0.3	0.8	-2	-6
22	CCOC(=O)c1cc2c(=O)n3ccccc3nc2n(Cc2ccc(Cl)cc2)c1=N	/	-0.2	0.7	2	-10	-0.1	2.3	2	0
23	O=C(NCC1CCCN(C(=O)c2cscn2)C1)c1ccccc1Cl (stereo unspecified)	-5	-0.8	-0.7	-11	-1	1.6	-0.5	-1	-9
24	COc1cc(NC(=O)C2CC(c3cccc(OC)c3OC)=NO2)cc(OC)c1OC (stereo unspecified)	3	0.4	2.9	0	6	i	/	-2	-21

Overlap with the part before: 2 entries, followed by the next part.
#	Structure	SARS 3CLpro inh	PfHsp40 rescue	BoNT A protease	Yp Topo-I inh	PrPC TRFRET	BH1578 lux ind	TcdB inh	Anthrax LF prot	PriA SSB inh
23	O=C(NCC1CCCN(C(=O)c2cscn2)C1)c1ccccc1Cl (stereo unspecified)	-5	-0.8	-0.7	-11	-1	1.6	-0.5	-1	-9
24	COc1cc(NC(=O)C2CC(c3cccc(OC)c3OC)=NO2)cc(OC)c1OC (stereo unspecified)	3	0.4	2.9	0	6	i	/	-2	-21
25	COc1ccccc1CC(=O)N1CCN(c2cccc(C(F)(F)F)c2)CC1	-3	1.1	0.7	29	4	-0.4	/	-2	-8
26	O=C(c1cc(C2CC2)nc2ccc(Br)cc12)N1N=C(C(F)F)CC1(O)C(F)F (stereo unspecified)	4	-0.7	1.9	-5	31*	-11	/	-2	-3
27	CC1(C)NC(=O)N(CC(=O)N2CCN(S(=O)(=O)c3ccccc3C(F)(F)F)CC2)C1=O	/	1.0	/	-4	-2	-0.6	1.7	/	-2
28	CSc1nc2cc(S(=O)(=O)N3CCOCC3)ccc2s1	4	-0.7	-1.6	2	8	-0.4	/	-1	-25
29	Cn1nnnc1SCCNCc1ccccc1OCc1ccc(Cl)cc1	2	-0.5	0.2	-4	-8	-0.4	/	-1	7
30	Cc1ccc(S(=O)(=O)NCCC(=O)NCC(c2cccs2)N(C)C)cc1 (stereo unspecified)	/	-1.0	0.6	-2	5	i	1.0	-3	8
31	COc1ccc(N(C)C(=O)Cc2c(C(=O)O)[nH]c3ccccc23)c(OC)c1	4	-0.4	0.4	3	2	-0.6	-0.4	0	-7
32	O=C(CSCC(=O)Nc1ccc2ccccc2c1)NCc1ccccc1	-4	0.5	1.3	22	7	-2.6	/	-2	-3
33	O=[N+]([O-])c1cc(S(=O)(=O)N2CCCC2)ccc1N/N=C/c1ccncc1	-1	0.4	-0.7	-8	-2	i	/	-1	/
34	CC(C)[C@@H](C(=O)N[C@@H](C(=O)O)c1ccccc1)N1C(=O)N2CCc3c([nH]c4ccccc34)[C@@]2(C)C1=O	-1	4.8	-0.6	-2	8	-0.4	0.1	2	0
35	Cc1cc(C(F)F)n2nc(C(=O)O)nc2n1	-8	-1.5	-0.2	-10	-7	i	/	8	-14
36	CN(c1ccc(C(=O)NCc2ccncc2)cc1)S(C)(=O)=O	-10	-2.7	-0.5	-3	3	i	/	-2	-17

Three structures from above, arranged by heavy-atom count, smallest number first:
#	Structure	SARS 3CLpro inh	PfHsp40 rescue	BoNT A protease	Yp Topo-I inh	PrPC TRFRET	BH1578 lux ind	TcdB inh	Anthrax LF prot	PriA SSB inh
3	CCOc1ccc(S(=O)(=O)NCc2ccc(Cl)cc2)c2cccnc12	-5	-0.3	-0.1	7	-1	i	0.6	0	7
24	COc1cc(NC(=O)C2CC(c3cccc(OC)c3OC)=NO2)cc(OC)c1OC (stereo unspecified)	3	0.4	2.9	0	6	i	/	-2	-21
27	CC1(C)NC(=O)N(CC(=O)N2CCN(S(=O)(=O)c3ccccc3C(F)(F)F)CC2)C1=O	/	1.0	/	-4	-2	-0.6	1.7	/	-2

More records follow:
#	Structure	SARS 3CLpro inh	PfHsp40 rescue	BoNT A protease	Yp Topo-I inh	PrPC TRFRET	BH1578 lux ind	TcdB inh	Anthrax LF prot	PriA SSB inh
37	CC(C)(C)NC(=O)Cn1nnc(-c2ccccc2NC(=O)c2cnccn2)n1	-1	-1.7	0.7	-3	2	i	/	-2	-15
38	COc1ccc2[nH]c(C)c(CCN(Cc3cccs3)C(=S)Nc3ccccc3)c2c1	-3	-0.5	-0.8	-13	5	-0.1	0.2	-19	18
39	COCCNC(=S)Nc1ccccn1	0	0.4	-1.9	-8	-2	i	6.1	0	-19
40	CC(=O)Nc1ccc(OCC(O)CN2CCN(S(=O)(=O)c3ccc(NC(C)=O)cc3)CC2)cc1 (stereo unspecified)	-1	-0.5	0.2	-16	4	-0.4	-0.3	-3	5
41	CSCCC(NC(=O)c1ccc(Cl)cc1)C(=O)OCC(=O)Nc1ccc(C#N)cc1 (stereo unspecified)	3	0.3	0.1	0	-6	-0.7	0.5	-4	-5
42	Cc1cc(NC(=O)Cn2nc(C(F)(F)F)c3c2CCC3)no1	-8	0.1	0.1	-6	-4	-0.4	/	-2	-6
43	CCc1ccc(NC(=O)CN2CCCN(S(=O)(=O)c3ccc(F)cc3)CC2)cc1	2	-0.4	-0.2	14	10	-0.4	0.2	0	3
44	COc1cc(C)c(CN2CCC(n3nccc3NC(=O)C3CCOC3)CC2)cc1C (stereo unspecified)	-4	0.0	-1.6	-1	-10	-0.9	0.2	0	7
45	Cn1cccc1C(=O)C(=O)Nc1ccccc1C(F)(F)F	4	0.5	-1.2	0	-7	i	1.0	5	-16
46	CC[N+](CC)(CC)CC	/	0.0	-0.6	-6	4	i	1.7	-7	0
47	COC(=O)c1cn(CC(=O)NC2CCCCC2)c2ccccc12	-4	0.6	-0.6	-2	-1	i	/	3	-17
48	COCC(C)NC(=O)/C=C/c1ccc(OC)cc1 (stereo unspecified)	5	0.1	-0.5	-5	-8	i	1.3	3	-3

Other entries
#	Structure	SARS 3CLpro inh	PfHsp40 rescue	BoNT A protease	Yp Topo-I inh	PrPC TRFRET	BH1578 lux ind	TcdB inh	Anthrax LF prot	PriA SSB inh
49	CC(C)Oc1cc(NC(=O)CS(=O)(=O)CC(=O)N(C)C)c(Cl)cc1Cl	3	0.0	-1.2	0	-6	-2.0	1.0	3	-15
50	COc1ccc(CN(C)C(=O)CSc2nnc(C3CC3)n2C2CC2)cc1	/	-0.2	/	22	4	-0.6	3.5	/	-12
51	COc1ccc(CC(N)c2csc(NC(=O)Nc3cc(OC)ccc3OC)n2)cc1 (stereo unspecified)	/	/	-0.6	-19	-11	-0.1	1.5	-9	/
52	Cc1ccc([N+](=O)[O-])c(OCCN2CCCCCC2)c1	2	-1.8	0.3	-2	-9	-0.3	0.6	-4	7
53	CS(=O)(=O)N1CCC(C(=O)NCCC2=CCCCC2)CC1	-6	-2.7	0.2	9	5	-0.3	/	-4	-15
54	Cc1cc(N2CCN(C3CCCCC3)CC2)n2nc(C)nc2n1	-1	-0.6	-0.7	-2	0	-0.3	1.8	-8	3
55	O=C(Nc1nc2c(Br)cccc2s1)C1CC1	2	-0.5	-0.1	18	/	-0.5	/	-7	-10&-17

Taken from above.
Value for compound 18 under Yp Topo-I inh: 12
Value for compound 3 under Yp Topo-I inh: 7
Value for compound 45 under PfHsp40 rescue: 0.5
Value for compound 49 under PrPC TRFRET: -6

High-throughput results deposited in PubChem BioAssay by several laboratories.
